Screens: PubChem BioAssay, several laboratories
b-catenin transl = beta-catenin nuclear translocation modulation. 190,000 compounds, 0.3% hits. nuclear translocation activity, % at 5 µM. HeLa beta-catenin nuclear translocation, immunofluorescence imaging;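 active = nuclear translocation activity above 50% at 5 µM, with a well cell count of 50 or more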;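 also: per-cell ratio of nuclear to cytoplasmic median beta-catenin stain intensity; plate controls were DMSO negative control for no effect and GSK-3 inhibitor IX positive control for full effect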
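Test system: human HeLa cells, endogenous beta-catenin. Times: 24 h compound exposure, 37°C. Measured by: beta-catenin immunofluorescence imaging with DAPI.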
Hep lipid drop = modulators of hepatic lipid droplet formation; AML12 mouse hepatocytes, oleate lipid droplets, BODIPY imaging; inhibition, % at 6.5 µM; 240,000 compounds, 0.4% hits;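 active = lipid droplet intensity inhibited by at least 50%, with more than 500 cells counted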
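Assay system: AML12 hepatocytes (mouse) / Also added: 100 µM oleic acid challenge / Times: overnight treatment with compound plus oleate / Detection: high-content imaging of BODIPY-stained droplets and DAPI nuclei / Evaluation: % inhibition of lipid droplet signal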
WT yeast gro inh = growth inhibition of WT yeast, mitochondrial fusion screen. inhibition, % at 10 µM. mitochondrial fusion phenotypic screen, WT strain. 190,000 compounds, 2.1% hits; in the data active = inhibition above about 58%; tested in S. cerevisiae
ER stress rescue = rescue of cells from ER stress-induced death, primary screen, 384-well, CSM14.1, thapsigargin, ATP luminescence (AID 1222) | CSM14.1 thapsigargin-induced death rescue, ATP luminescence; higher % means a stronger effect | cellular ATP content (survival), % at 20 µM; hits with a dose series show EC50 in µM | 190,000 tested, under 10 active;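 active = EC50 below 50 µM in the dose-response confirmation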;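 also: death triggered by thapsigargin at about 15 µM added after 2 h compound pretreatment; cell ATP read after overnight thapsigargin exposure of roughly 18 to 22 hours; normalized against plate controls of thapsigargin alone and 5% DMSO vehicle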
Ins promoter up = MIN6 insulin promoter up-regulation. MIN6 insulin promoter-GFP reporter, high-content imaging; active compounds read high. z-score at 5 µM. 190,000 compounds, 0.3% hits. AID 1625;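 active = z-score above 3 at 5 µM with at least 500 cells counted in the well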
XIAP antagonists = XIAP antagonists, biochemical, IAP family, fluorescence polarization (AID 1018). XIAP BIR domain, fluorescence polarization peptide displacement; higher % means a stronger effect. one-dose displacement, % at 20 µM; IC50 in µM for titrated hits. 200,000 compounds, 0.007% hits; in the data active = displacement above about 50%; also: a part of the inactive calls stands beside numbers as strong as those of hits
Dynein cargo inh = dynein cargo transport inhibition; 3617.4 mouse cells, GR-EGFP nuclear translocation imaging; test concentration mostly 20 µM; stimulated with dexamethasone, 1 µM; active compounds read low; z-score, hits read low; 220,000 compounds, 0.47% hits;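 active = plate z-score of nuclear minus cytoplasmic receptor signal below a set negative limit, without overly bright fluorescence or cell loss, cut at about -3.5 in these data, passing the limit was not always enough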;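 also: z-score of nuclear minus cytoplasmic ring GR-EGFP intensity difference per well; some compounds called inactive have numbers as strong as hits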
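Buffer or medium: tet-free, stripped-serum medium; reagent: dexamethasone at 1.0 µM final, 30 min; incubation: 48 h induction, 1 h compound, 30 min dex at 37 °C; measured by: formaldehyde fixation, Hoechst nuclear stain, 10x automated fluorescence imaging; read-out: nuclear-to-cytoplasmic GR-EGFP distribution per well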
Autophagy HCS = alters autophagy in cells; MEF GFP-LC3 puncta imaging; test concentration mostly 10 µM; 190,000 compounds, 0.98% hits; calls only at 10 µM (by protocol); AID 463193;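 active = percentage of spot-positive cells more than 3 SD above its plate mean, without a fluorescence outlier flag or 80% toxicity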;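 also: spot-positive cell cutoff set from DMSO-treated cells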
MT stabilize HCS = microtubule stabilizers in HeLa cells. HeLa tubulin immunostaining HCS, 24 h; share of cells brighter than vehicle mean+2SD. % tubulin-high responders, % at 10 µM. 200,000 compounds, 0.83% hits;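 active = plate Z-score above 3 for both tubulin-high and condensed-nucleus cell shares, with cell loss under 80%, at 10 µM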;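 also: anti alpha tubulin signal scored within the nucleus-defined area of each cell; some results filed as inactive read as strong as hits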
WT yeast gro inh mutant strain = also measured in WT yeast gro inh; calls as there; inhibition, %; mitochondrial fusion phenotypic screen, mutant strain inhibition
Dynein cargo inh cytoplasmic EGFP = second read-out of Dynein cargo inh, no call of its own (marks repeat the call); z-score; measured here: cytoplasmic GR-EGFP intensity; active compounds read high
Dynein cargo inh nuclear GR-EGFP = second read-out of Dynein cargo inh, no call of its own (marks repeat the call); z-score; measured here: nuclear GR-EGFP intensity;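 lower value marks the stronger effect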
Dynein cargo inh cell count = second read-out of Dynein cargo inh, no call of its own (marks repeat the call); z-score; measured here: cell count per field
Ins promoter up cell count = recorded beside Ins promoter up, whose call it bears; cell count; measured here: cytotoxicity, nuclei count;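 total cells summed across four imaged fields per well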
Hep lipid drop cells 6.5 µM = second read-out of Hep lipid drop, no call of its own (marks repeat the call); cell count; measured here: cell count, cytotoxicity flag;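 cells counted across two imaged fields per well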
b-catenin transl cell count 5 µM = second read-out of b-catenin transl, no call of its own (marks repeat the call); cell count; measured here: cell count, cytotoxicity flag
MT stabilize HCS Hoechst-high % = also measured in MT stabilize HCS; calls as there; % Hoechst-high responders; measured here: nuclear condensation Hoechst responders;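 share of cells brighter than vehicle mean plus two SD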
MT stabilize HCS cytotoxicity % = further read-out of MT stabilize HCS, marked with its call; toxicity, %; measured here: cytotoxicity by cell density;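 0% = mean cell density of plate MIN control wells and 100% = no cells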
Autophagy HCS cell loss 18 h = recorded beside Autophagy HCS, whose call it bears; toxicity, %; measured here: cell loss, nuclei count;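 cell loss after 18 h compound exposure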
Starred values were filed as active, the others as inactive; i = inactive; x = no result given; + = active, no number.

SMILES	b-catenin transl	b-catenin transl cell count 5 µM	Hep lipid drop	Hep lipid drop cells 6.5 µM	WT yeast gro inh	WT yeast gro inh mutant strain	ER stress rescue	Ins promoter up	Ins promoter up cell count	XIAP antagonists	Dynein cargo inh	Dynein cargo inh cytoplasmic EGFP	Dynein cargo inh nuclear GR-EGFP	Dynein cargo inh cell count	Autophagy HCS	Autophagy HCS cell loss 18 h	MT stabilize HCS	MT stabilize HCS Hoechst-high %	MT stabilize HCS cytotoxicity %
O=C1C2CCCCN2C(=O)N1CCN1CCN(c2ccc([N+](=O)[O-])cc2)CC1 (stereo not drawn)	-2.2	1065	13	709	-1	2	1.9%	0.33	1889	0.8%	0.25	-0.21	0.59	0.48	i	21	2.5	1.7	6.9
CC(=O)Nc1ccc2c(c1)NC(=O)CC2	-4.0	1105	3	672	8	-1	1.2%	-0.74	1613	-2.7%	-0.66	-0.25	-0.24	0.82	i	-18	4.2	1.3	3.5
CC(=O)c1ccccc1OC(=O)c1ccco1	1.1	1132	3	774	4	0	-0.8%	0.29	996	-3.8%	0.21	-0.18	0.16	-0.095	i	3	5.4	4.6	5.5
COc1ccc(N2C(=O)CC(N3CCN(C(=O)c4ccco4)CC3)C2=O)cc1 (stereo not drawn)	0.1	1467	0	709	-3	17	1.2%	x	x	-7.5%	0.27	-0.12	0.097	-1.6	i	1	2.6	1.5	11
COc1ccc(C)cc1NC(=O)C(=O)N/N=C(\C)CC(=O)Nc1cccnc1	-0.7	951	0	534	-3	-9	-2.6%	x	x	5.8%	0.23	-0.22	0.23	-0.91	i	7	3.4	1.9	1.6
O=C(c1ccco1)n1nc(-c2ccc(Cl)cc2)nc1NCc1ccco1	1.1	1034	-11	673	0	-4	-2.5%	0.53	1356	-0.2%	-0.7	-0.15	0.019	1.1	i	2	3.0	2.5	21
COc1ccc(Cl)cc1NC(=O)CN(C)C(=O)CNC(=O)C12CC3CC(CC(C3)C1)C2	-0.9	1008	18	778	7	13	-2.0%	-0.01	821	-4.0%	-0.53	-0.29	-0.047	1.4	i	0	1.9	1.0	9.9
CN(C)/C=N/c1ncc(C(=O)c2ccccc2)s1	0.2	1037	-7	611	8	-2	-0.5%	-0.27	1882	-3.5%	-0.1	-0.17	0.16	0.13	i	4	1.7	1.9	0.1
CCOC(=O)C1=C(C)OC(N)=C(C(=O)OCC)C1c1cccnc1 (stereo not drawn)	-4.8	1218	3	734	12	-3	-5.3%	0.44	1318	0.6%	0.093	-0.18	0.22	0.24	i	-3	2.0	2.0	3.2
O=c1c2ccccc2c(-c2ccc(Br)cc2)nn1Cc1ccccc1	x	x	x	x	-1	2	7.8%	x	x	-5.5%	2.2	-0.21	-0.082	-1.7	i	2	3.7	2.0	8.1
CC1=C(SCCC#N)S/C(=C2\SC(C)=C(SCCC#N)S2)S1	-4.7	1025	x	x	42	16	1.1%	-0.34	1226	1.3%	-0.3	-0.19	-0.21	0.75	i	-11	1.5	2.0	7.9
CSc1nc(O)c(Cc2ccccc2)c(=O)[nH]1	0.4	1373	x	x	-3	-12	1.7%	0.89	1427	-5.1%	0.05	-0.23	0.41	-0.48	i	24	6.2	3.0	11
Cc1ccccc1C(=O)N[C@H](C(=O)OCC(=O)c1ccc[nH]1)C(C)C	-4.6	1141	1	638	-36	-20	-1.7%	0.32	1536	-4.9%	-0.28	-0.19	-0.055	-0.21	i	10	5.0	2.4	10
COc1ccc(S(=O)(=O)N2CCCC2C(=O)Nc2ccc(C)cc2)cc1 (stereo not drawn)	0.3	924	-3	737	1	10	x	-0.11	866	-1.0%	0.23	-0.3	0.29	1	i	4	1.6	1.7	9.5
CC(Oc1ccc(Cl)cc1Cl)C(=O)Nc1ccc(OCC(=O)O)cc1 (stereo not drawn)	-1.6	988	-2	730	-5	6	1.8%	0.27	1423	1.1%	-0.63	-0.33	-0.24	0.61	i	-38	3.3	1.6	5.8
CCc1ccc2c(c1)C(c1ccc([N+](=O)[O-])cc1)=NNC(c1ccc(C)cc1)=N2	x	x	-8	649	3	14	6.9%	0.46	1202	-4.3%	-0.18	0.35	-0.38	0.26	i	-4	3.0	2.9	6.3
CCC(C)(C)NC(=O)c1cccc(NC(=O)C(C)C)c1	-2.8	1234	10	713	-8	-2	-2.1%	-0.61	1330	-3.8%	-0.44	-0.25	-0.13	0.3	i	36	2.6	2.3	5.6
Cn1c(-c2c(N)n(CCc3ccccc3)c3nc4ccccc4nc23)nc2ccccc21	x	x	-12	725	50	73	5.1%	1.7	960	-9.8%	0.1	1.6	0.41	-0.041	+	-21*	1.8	1.0	8.0
CCOC(=O)c1sc(N)c(C(=O)Nc2ccccc2)c1C	-3.2	1032	19	725	-14	-9	2.1%	0.34	1472	-6.6%	-0.57	-0.15	-0.11	1.3	i	9	3.8	2.3	7.3
Oc1ccccc1C1=NCCNC(C(F)(F)C(F)F)=C1	-3.0	1174	-2	740	2	1	0.1%	-0.67	1315	-4.4%	0.3	-0.26	0.78	0.81	i	-2	5.4	19	98
O=C(O)c1ccc(N=NN2CCCCCC2)cc1	-0.7	1055	-1	673	-29	-16	-1.1%	-0.3	1405	-5.8%	1.1	-0.25	0.75	-0.19	i	-4	3.6	2.0	7.8
O=[N+]([O-])c1ccccc1NCc1ccc(Cl)cc1	x	x	x	x	21	14	6.1%	x	x	-5.7%	-0.51	-0.23	-0.55	0.57	i	-2	0.9	1.0	6.4
CCC(NC(=O)c1cccc(Cn2cc([N+](=O)[O-])cn2)c1)c1ccc(C(C)C)cc1 (stereo not drawn)	-5.8	1255	-5	783	45	4	-0.5%	-0.2	828	-11%	-0.67	-0.13	-0.0032	0.53	i	-11	1.3	1.0	7.7
Cc1cccc(OCCC(=O)Nc2ccc(F)c(Cl)c2)c1	-2.7	1251	-6	636	11	9	2.6%	1.4	1474	-19%	0.85	-0.27	0.49	-0.01	i	-6	2.3	2.1	6.8
CCOC(=O)c1c(NC(=O)CSc2nnnn2C)sc(C(=O)N(C)C)c1C	-1.2	1077	-6	677	-5	12	1.9%	-0.1	1379	-4.1%	-0.18	-0.34	0.24	-0.47	i	-11	2.4	3.0	11
Cc1ccc(NC(=O)CSc2nc3ccccc3c3nc4ccccc4n23)cc1	148*	702*	x	x	6	5	-1.6%	-0.81	845	-4.4%	0.34	-0.23	0.61	0.88	i	30	33*	65*	39*
COc1ccc(N(C(C)C(=O)Nc2cccnc2)S(C)(=O)=O)cc1 (stereo not drawn)	-0.4	1039	-24	688	-11	8	-1.2%	x	x	-4.9%	0.29	-0.33	0.26	0.43	i	2	3.0	2.5	8.5
CCCCN(C)CCn1c(=S)[nH]c2cc(OCC)c(OCC)cc2c1=O	-0.5	1088	-2	740	6	10	-1.4%	-0.1	1173	-2.8%	-0.098	0.17	-0.01	0.43	i	26	1.9	0.9	1.1
CC(C)N(C(=O)CSc1nnc(CNc2ccc(F)cc2)o1)C(C)C	0.6	1060	-15	785	8	7	-1.5%	0.42	1240	-3.3%	-0.96	-0.27	-0.19	0.22	i	3	2.5	0.9	3.7
O=C(O)CN1C(=O)/C(=C/c2ccsc2)SC1=S	-2.1	1107	4	637	-9	-9	0.6%	-0.42	1652	-0.4%	1.8	-0.23	1.4	-1.5	i	-10	3.7	1.3	5.5

Whole records as entered above. Order of screens: b-catenin transl | b-catenin transl cell count 5 µM | Hep lipid drop | Hep lipid drop cells 6.5 µM | WT yeast gro inh | WT yeast gro inh mutant strain | ER stress rescue | Ins promoter up | Ins promoter up cell count | XIAP antagonists | Dynein cargo inh | Dynein cargo inh cytoplasmic EGFP | Dynein cargo inh nuclear GR-EGFP | Dynein cargo inh cell count | Autophagy HCS | Autophagy HCS cell loss 18 h | MT stabilize HCS | MT stabilize HCS Hoechst-high % | MT stabilize HCS cytotoxicity %
CCOC(=O)c1c(NC(=O)CSc2nnnn2C)sc(C(=O)N(C)C)c1C is listed with -1.2 | 1077 | -6 | 677 | -5 | 12 | 1.9% | -0.1 | 1379 | -4.1% | -0.18 | -0.34 | 0.24 | -0.47 | i | -11 | 2.4 | 3.0 | 11
CC(C)N(C(=O)CSc1nnc(CNc2ccc(F)cc2)o1)C(C)C is listed with 0.6 | 1060 | -15 | 785 | 8 | 7 | -1.5% | 0.42 | 1240 | -3.3% | -0.96 | -0.27 | -0.19 | 0.22 | i | 3 | 2.5 | 0.9 | 3.7
